Compound activity as filed in PubChem.
ALOX12 inh: blocks human arachidonate 12S-lipoxygenase; P18054; purified 12hLO, xylenol orange hydroperoxide absorbance; Potency, µM (titrated, usually from 108 µM), for the others: top-dose activity change, negative = inhibition, actives largely listed as inhibitors; hit rate 1.1% among 580,000; further: on the % scale 0 is the no-effect control and ±100 the full control effect
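Purified human 12hLO (150 nM final) in 25 mM Hepes, 0.01% Triton X-100, pH 7.0 was preincubated 15 min at room temperature with compound. Then 40 uM arachidonic acid was added, 30 min. Hydroperoxide was read by Fe-XO absorbance ratio 573/405 nm.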
RGS4 inh: inhibitors of human regulator of G protein signaling 4. P49798. Potency, µM (top dose mostly 114 µM), without a hit: at the top dose activity change, negative = inhibition, most hits filed as inhibitors. AID 504845. Transcreener GDP fluorescence polarization, RGS4-accelerated GTP hydrolysis. hit rate 0.039% among 390,000; further: on the % scale 0 is the no-effect control and ±100 the full control effect; nearly all actives have a fitted effect of over 75% in size; some results filed as inactive show a strong effect at the top dose
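MLSMR compounds (23 nl, pin-transferred) preincubated 10 min at room temperature with a 500nM (2x) first reagent, then RGS4 at 900nM (2x) plus Transcreener GDP mix added; fluorescence polarization (620/688 nm) read before and after 90 min at 30 °C.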
rTrxR1 inhibitor: blocks rat thioredoxin reductase 1. recombinant rTrxR1, NADPH fluorescence consumption, selenite substrate. Potency, µM (highest dose often 114 µM), for the others: at the highest dose activity change, negative = inhibition, hits mostly inhibitors. AID 588453. O89049. hit rate 1% among 390,000; further: on the % scale 0 is the no-effect control and ±100 the full control effect; nearly all actives have a fitted effect of over 65% in size
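Rat TrxR1 (90 nM in the dispensed reagent) was pre-reduced with 400 uM NADPH for 5 min at room temperature, then incubated with compound for 15 min. After 400 uM selenite was added, NADPH fluorescence (Ex 340/Em 450 nm) was followed for 8 min.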
Vif-APOBEC3F blk: Vif-A3F binding inhibition. hit rate 0.2% among 390,000. Potency, µM (titrated, usually from 46.1 µM), inactives show top-dose activity, negative = active. HeLa A3F-eYFP + Vif (tagged APOBEC3F with the HIV-1 protein that degrades it), YFP fluorescence increase; further: % of control where 0% means no effect; nearly all actives have a fitted effect of over 65% in size
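Fluorescence increase (Ex 488/Em 500-530) after overnight compound treatment at 37 deg C flags inhibition of Vif-driven A3F-eYFP loss in stable HeLa A3F-eYFP/Vif cells seeded overnight beforehand.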
IDH1 R132H inh: human IDH1 R132H inhibition; O75874; IDH1-R132H enzyme, NADPH consumption, diaphorase/resazurin fluorescence; Potency, µM (highest dose often 76.6 µM), inactives show at the highest dose activity change, negative = inhibition, actives largely listed as inhibitors; hit rate 0.093% among 390,000; AID 602179; further: on the % scale 0 is the no-effect control and ±100 the full control effect; nearly all actives have a fitted effect of over 65% in size
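IDH1-R132H (0.5 ug/mL) preincubated 30 min with compound, then NADPH (0.016 mM) and alpha-KG (2 mM) added; 80 min at RT, pH 7.5. Remaining NADPH coupled via diaphorase/resazurin to fluorescence (540/590 nm); concentration-response curves normalized to no-enzyme control.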
TrxR1 substrate: is turned over as a substrate by rat TrxR1; purified TrxR1 substrate turnover, NADPH consumption readout; Potency, µM (titrated, usually from 114 µM), inactives show top-dose activity change, negative = substrate turnover; hit rate 0.01% among 390,000; further: on the % scale 0 is the no-effect control and ±100 the full control effect; nearly all actives have a fitted effect of over 50% in size
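Rat TrxR1, dispensed at 90 nM, was prereduced with 400 uM NADPH (final) for 5 min at ~22 deg C, then incubated with compound 15 min before 400 uM selenite. A first-read NADPH fluorescence drop versus no-compound background flagged substrates.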
RXFP1 agonist: RXFP1 (human) receptor agonism | hit rate 0.3% among 370,000 | HEK293T-RXFP1 cAMP TR-FRET, 30 min; response scale: percent of porcine relaxin response, buffer zero | Q9HBX9 | AID 2676 | Potency, µM (top dose mostly 57.5 µM), for the others: top-dose activation, actives largely listed as activators; further: on the % scale 0 is the no-effect control and ±100 the full control effect; nearly all actives have a fitted effect of over 60% in size; many of its hits are not listed in these tables
Target sequence (Q9HBX9 whole entry, looked up): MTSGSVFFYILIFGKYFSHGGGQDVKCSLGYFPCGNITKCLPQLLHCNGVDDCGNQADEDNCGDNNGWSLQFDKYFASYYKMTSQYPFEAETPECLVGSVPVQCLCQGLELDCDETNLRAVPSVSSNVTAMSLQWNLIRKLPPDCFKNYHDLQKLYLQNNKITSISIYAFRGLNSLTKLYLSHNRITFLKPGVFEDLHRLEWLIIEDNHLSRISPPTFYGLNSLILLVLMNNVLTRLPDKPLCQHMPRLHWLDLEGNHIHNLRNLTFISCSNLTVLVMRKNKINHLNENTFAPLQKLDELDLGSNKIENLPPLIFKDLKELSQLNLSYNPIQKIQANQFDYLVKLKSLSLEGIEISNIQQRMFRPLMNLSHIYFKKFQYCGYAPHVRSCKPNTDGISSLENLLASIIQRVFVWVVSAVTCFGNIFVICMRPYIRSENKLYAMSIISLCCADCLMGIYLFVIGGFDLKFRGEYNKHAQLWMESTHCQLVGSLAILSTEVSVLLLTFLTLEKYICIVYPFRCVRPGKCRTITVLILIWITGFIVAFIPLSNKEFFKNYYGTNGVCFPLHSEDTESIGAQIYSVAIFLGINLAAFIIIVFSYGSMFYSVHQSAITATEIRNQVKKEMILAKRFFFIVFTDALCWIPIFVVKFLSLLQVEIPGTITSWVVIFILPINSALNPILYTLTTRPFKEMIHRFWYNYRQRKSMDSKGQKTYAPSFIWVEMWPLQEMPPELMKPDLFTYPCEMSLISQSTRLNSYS
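cAMP rise read by TR-FRET after 30 min, 37C compound exposure (up to 58 uM) in RXFP1-transfected HEK293 cells with Ro 20174 present. EC50 from Hill-equation fits, with 29 nM porcine relaxin as 100% and buffer as basal.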
USP1 inh: inhibitors of human USP1/UAF1 deubiquitinase | O94782 | recombinant USP1/UAF1, Ub-Rhodamine cleavage fluorescence | Potency, µM (highest dose often 57.1 µM), for the others: at the highest dose activity change, negative = inhibition, usual class: inhibitors | hit rate 0.23% among 390,000 | AID 743255; further: on the % scale 0 is the no-effect control and ±100 the full control effect; nearly all actives have a fitted effect of over 60% in size; inactives centre near -12
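USP1/UAF1 complex at 1 nM was preincubated with compound for 15 min at room temperature, then Ub-Rho substrate (150nM final) was added. Fluorescence (480/540 nm) was read kinetically, 6 reads every 60 seconds.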
Vif-A3G inh: blocks the Vif interaction with human APOBEC3G | AID 602310 | HeLa A3G-eYFP + Vif (tagged APOBEC3G with the HIV-1 protein that degrades it), YFP fluorescence, overnight | hit rate 0.076% among 410,000 | Potency, µM (top dose mostly 46.1 µM), without a hit: at the highest dose activity, negative = active, usual class: inhibitors | Q9HC16;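 further: on the % scale 0 is the no-effect control and ±100 the full control effect; nearly all actives have a fitted effect of over 60% in size; hits raise eYFP signal because A3G escapes Vif-driven loss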
Target sequence (Q9HC16 whole entry, looked up): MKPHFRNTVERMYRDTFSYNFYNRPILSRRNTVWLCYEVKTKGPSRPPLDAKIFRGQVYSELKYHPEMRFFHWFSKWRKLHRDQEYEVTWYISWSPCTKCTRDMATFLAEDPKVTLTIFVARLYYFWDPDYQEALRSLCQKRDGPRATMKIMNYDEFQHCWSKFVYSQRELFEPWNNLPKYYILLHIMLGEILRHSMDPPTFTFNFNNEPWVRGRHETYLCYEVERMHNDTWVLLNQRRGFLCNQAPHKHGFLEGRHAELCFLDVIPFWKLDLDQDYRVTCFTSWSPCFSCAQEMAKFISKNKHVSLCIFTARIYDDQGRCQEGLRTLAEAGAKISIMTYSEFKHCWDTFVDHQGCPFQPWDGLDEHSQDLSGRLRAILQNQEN
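HeLa cells stably expressing Vif and C-terminally eYFP-tagged A3G, seeded overnight at 37 deg C, then exposed to compound by pintool overnight at 37 deg C. Rise in yellow fluorescence (Ex 488/Em 500-530, Acumen) marks blocked Vif-driven A3G degradation.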
The depositor's hits bear a star; ? = inconclusive; · = not tested or not shown; & = joins results of further samples; [ ] = dose if it differs, or a comment. The call rests on the fitted dose curve; in most records, active means well fitted curve in the direction sought with a large enough effect; inconclusive means small, poorly fitted or top-dose-only effect, or another doubt; inactive means no such curve, though single readings can be large; an effect the other way counts as inactive or inconclusive. Potency means the concentration at half of the fitted maximal effect.

SMILES	ALOX12 inh	RGS4 inh	rTrxR1 inhibitor	Vif-APOBEC3F blk	IDH1 R132H inh	TrxR1 substrate	RXFP1 agonist	USP1 inh	Vif-A3G inh
Cc1sc2ncn(CC(=O)N3CCCCC3)c(=O)c2c1S(=O)(=O)N1CCC(C)CC1	-2.8%	-33.9%	2.6%[57.1 µM]	-7.3%	5.7%	3.6%[57.1 µM]	5.8%	-19.3%	2.6%
CCN1/C(=C/c2ccc3ccccc3[n+]2CCCS(=O)(=O)[O-])C=Cc2cc(C)ccc21	44.7µM*	-17.6%	10.7%	7.0%	3.4%	-8.5%	13.1%	-14.7%	1.7%
Cc1ccc(NC(=S)N(CCN2CCCCC2)Cc2ccco2)cc1C	-5.0%	-10.0%	-1.1%	-8.1%	1.9%	0.3%	-1.9%	-17.9%	-7.5%
CCCCC(=O)Nc1cccc(NC(=O)c2cccc([N+](=O)[O-])c2)c1	1.0%	10.5%	23.6%	1.6%	-7.5%	0.4%	1.0%	-24.4%	0.2%
CN(C)S(=O)(=O)N(CC(=O)N(Cc1ccccc1)Cc1ccccc1)c1ccccc1	-14.0%	-13.8%	11.9%	0.3%	1.0%	1.2%	-1.1%	-12.3%	0.0%
CCCCN(Cc1ccccc1)C(=O)C1CCN(Cc2sccc2C)CC1	-8.7%	5.1%	11.3%	1.1%	2.6%	3.0%	2.3%	-15.9%	-2.4%
Cc1ccccc1C(=O)Nc1ccc(C(=O)OCc2cc(=O)n3nc(C(C)C)sc3n2)cc1	-31.8%	-17.2%	21.6%[57.1 µM]	-6.8%	-6.3%	8.0%[57.1 µM]	3.9%	-24.4%	-3.0%
CC(C(=O)Nc1ccccc1C(F)(F)F)n1nnc2sc3c(c2c1=O)CCCC3 (stereo not drawn)	-26.9%	14.1%	21.6%	·	·	-3.1%	1.7%	-10.6%	·
CCOC(=O)c1cc(S(=O)(=O)NC2CCN(C(=O)OCC)CC2)cn1C	27.5%	-13.9%	-15.9%	·	10.4%	5.2%	1.0%	-12.6%	-6.1%
CCc1nc2ccccc2c(C(=O)O)c1C	-59.2%	-8.4%	10.1%	-11.2%	2.0%	0.0%	-0.5%	-2.1%	0.2%
CNc1ccc(C(=O)OCC(=O)NC(=O)NC2CCCC2)cc1[N+](=O)[O-]	5.3%	-6.3%	10.3%	4.7%	-3.9%	2.7%	·	-17.3%	-9.3%
O=C(CSc1cccc[n+]1[O-])c1cccs1	-22.9%	-47.5%	?	?	8.9%	-10.6%	0.7%	-15.5%	-5.0%
CN(C(=O)c1ccc(NC(=O)Cc2ccc(NC(=O)C3CCN(C(=O)C4CCC4)CC3)cc2)cc1)C1CC1	2.7%	-2.2%	11.5%	3.6%	-2.7%	5.5%	1.3%	-17.4%	-2.0%
COCCCNC(=O)c1cn(-c2cccc(OC)c2)c(=O)c2ccccc12	26.2%	5.9%	14.9%	4.9%	0.0%	-1.1%	0.7%	-21.0%	1.1%
CCN1C(=O)[C@@H]2[C@@H](c3ccc(SC4CCCCC4)c(OC)c3)N3CCC[C@@]3(C(=O)OC)[C@@H]2C1=O	?	-17.5%	7.6%[57.1 µM]	4.9%	26.2%	3.6%[57.1 µM]	0.8%	-18.9%	2.5%
CC(=O)c1ccc(C(=O)Nc2nnc(-c3ccc(Cl)cc3)o2)cc1	4.0%[57.4 µM]	28.7%	-4.8%	-1.4%	4.0%	-9.7%	-0.4%	-16.9%	-1.1%
COc1ccc(Br)cc1C1NC(=O)c2c(sc3c2CCN(C)C3)N1 (stereo not drawn)	-4.3%	-49.5%	-13.7%	-7.9%	2.7%	1.3%	2.2%	-11.5%	-3.7%
O=C(CSc1nnc(COc2ccc(Cl)cc2)o1)NC1CCCCC1	?	37.8%	9.9%	5.9%	2.3%	1.5%	1.6%	-21.8%	0.4%
CC1(C)Oc2ccc(C(=O)N3CCOCC3)cc2N(CC(=O)Nc2ccccc2)C1=O	-24.8%	?	19.1%	·	3.4%	7.1%	-1.4%	-16.8%	-1.3%
O=C(O/N=C/c1cccc([N+](=O)[O-])c1)C1CC1	?	7.8%	-4.3%	-20.8%	-0.7%	-7.2%	2.1%	0.3%	1.6%

Single records, as listed above. Values in the order: ALOX12 inh | RGS4 inh | rTrxR1 inhibitor | Vif-APOBEC3F blk | IDH1 R132H inh | TrxR1 substrate | RXFP1 agonist | USP1 inh | Vif-A3G inh
Listed for `O=C(CSc1cccc[n+]1[O-])c1cccs1` : -22.9% | -47.5% | ? | ? | 8.9% | -10.6% | 0.7% | -15.5% | -5.0%
Listed for `CCN1/C(=C/c2ccc3ccccc3[n+]2CCCS(=O)(=O)[O-])C=Cc2cc(C)ccc21` : 44.7µM* | -17.6% | 10.7% | 7.0% | 3.4% | -8.5% | 13.1% | -14.7% | 1.7%
Listed for `Cc1sc2ncn(CC(=O)N3CCCCC3)c(=O)c2c1S(=O)(=O)N1CCC(C)CC1` : -2.8% | -33.9% | 2.6%[57.1 µM] | -7.3% | 5.7% | 3.6%[57.1 µM] | 5.8% | -19.3% | 2.6%

Additional results:
SMILES	ALOX12 inh	RGS4 inh	rTrxR1 inhibitor	Vif-APOBEC3F blk	IDH1 R132H inh	TrxR1 substrate	RXFP1 agonist	USP1 inh	Vif-A3G inh
COc1ccc(NC(=O)c2c(-c3ccccc3)c(-c3ccccc3)nn(C)c2=O)c(OC)c1	0.0%	10.2%	7.4%	2.4%	-13.4%	0.3%	1.3%	-0.7%	-3.2%
Cc1ccc(CNC(=O)COC(=O)CSc2cc(C)c(Br)cc2C)cc1	4.3%	19.8%	8.9%[57.1 µM]	3.7%	5.2%	2.0%[57.1 µM]	-1.0%	-5.9%	-7.4%
C=CCn1c(SCc2csc(-c3ccc(C)cc3)n2)nnc1-c1ccccc1OC	?	-16.3%	-8.0%	16.3%	-1.8%	-9.2%	1.3%	-2.0%	1.4%
CC(=O)Nc1ccc(S(=O)(=O)NCCC(=O)Nc2cc(C)ccn2)cc1	10.8%	-22.0%	-0.5%	0.3%	0.0%	-4.9%	-0.5%	-16.3%	0.2%
CCC1CCCCN1C(=O)Cn1c(=O)oc2cc(S(=O)(=O)N3CCCCC3)ccc21 (stereo not drawn)	?	-5.2%	20.3%	0.6%	-2.0%	4.0%	-0.6%	-18.5%	-4.7%
Cc1ccc(OCCCC(=O)Nc2ccc3c(c2)OCCO3)cc1	10.4%	10.3%	17.6%	0.9%	4.9%	-3.5%	0.7%	-10.2%	4.4%
Cc1ccc(S(=O)(=O)c2c[nH]c3ccc(Cl)cc3c2=O)cc1	-0.2%	-8.0%	1.6%	-2.0%	2.7%	4.3%	5.0%	-7.8%	-0.1%
CCOC(=O)[C@H]1[C@H]2COc3ccc(Cl)cc3[C@@H]2N2C(=O)[C@@H](CO)NC(=O)[C@@]12C	13.3%	-9.1%	20.5%	-6.0%	1.6%	4.6%	·	-17.8%	-0.8%
Cc1ccc(NC(=O)c2c(NC(=O)Cc3ccccc3)sc3c2CCC3)cc1	-4.5%	0.6%	-25.9%	-4.5%	8.4%	21.1%	-1.3%	6.3%	-2.1%
CC(C)CNc1nc(Oc2ccc(=O)[nH]n2)nc(N(C)C)n1	7.1%	15.0%	-1.3%	1.2%	-4.3%	-10.0%	-0.9%	10.9%	1.6%
CCCn1c(C)cc(C(=O)COC(=O)c2c(C)nn(-c3ccccc3)c2C)c1C	136.0%[activator]	19.2%	11.3%[57.1 µM]	-1.6%	1.5%	9.4%[57.1 µM]	2.1%	-19.2%	-0.3%
CCOC(=O)C(Cc1ccccc1)NC(=O)CCCC(=O)c1ccccc1 (stereo not drawn)	52.0%[activator]	-21.2%	0.3%	2.1%	14.8%	1.1%	0.5%	-9.6%	3.5%
O=c1c2cn[nH]c2[nH]c(=S)n1-c1ccccc1F	?	-27.7%	-22.3%	-0.6%	-0.2%	0.2%	4.0%	-8.3%	0.2%
S=C1NC2=C(CCCC2=C2SCCCS2)C(c2ccccc2)N1 (stereo not drawn)	14.1µM*	?	-48.8%	-25.5%	7.3%	-13.4%[57.1 µM]	0.2%	-15.2%	0.2%
O=C(Cc1ccc(Br)cc1)N1CCN(c2ccccc2)CC1	?	-7.0%	-4.8%	·	5.3%	1.4%	0.1%	-16.2%	-2.1%
Cn1c(COc2ccccc2)nnc1SCC(=O)Nc1ccc(N2CCOCC2)c(Cl)c1	11.4%	-8.3%	4.1%	-1.2%	0.9%	6.6%[57.1 µM]	2.0%	-19.3%	0.4%
O=C(O)c1cccc(Oc2ccc([N+](=O)[O-])cc2)c1	-6.5%	-15.8%	-12.0%	8.7%	1.9%	-9.7%	-1.1%	-10.9%	0.6%
COc1cc2cc(C(=O)Nc3ccc4c(c3)OCCO4)[nH]c2cc1OC	-1.3%&-5.4%	17.4%	19.2%	2.1%	-7.7%	-1.2%	-0.2%	-7.6%	5.1%

Filtered by structure, the entries above with a COOH group.
SMILES	ALOX12 inh	RGS4 inh	rTrxR1 inhibitor	Vif-APOBEC3F blk	IDH1 R132H inh	TrxR1 substrate	RXFP1 agonist	USP1 inh	Vif-A3G inh
CCc1nc2ccccc2c(C(=O)O)c1C	-59.2%	-8.4%	10.1%	-11.2%	2.0%	0.0%	-0.5%	-2.1%	0.2%
O=C(O)c1cccc(Oc2ccc([N+](=O)[O-])cc2)c1	-6.5%	-15.8%	-12.0%	8.7%	1.9%	-9.7%	-1.1%	-10.9%	0.6%

This is a subset, so the mix of outcomes need not match the whole.
